Compound activity: PubChem, National Center for Advancing Translational Sciences (NCATS)
TRHR agonist: activates the human TRH receptor; TRHR cells, calcium flux fluo-8, FDSS agonist mode; 360,000 compounds, 0.18% hits; AID 493084; P34981; activation, % at 2 µM; further: 0% is about no effect
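Agonist-mode FDSS calcium read (Ex 480/Em 530, 1 s cycles) in 1536-well TRHR cells with fluo-8 dye, after 10-cycle baseline and 23 nL compound addition; TRH at EC20 (10 nM final) added afterwards for the enhancer phase.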
D1 agonist: agonists of human D1 dopamine receptor. P21728. HEK293 T-REx D1 cells, calcium flux, agonist mode. activation, % at 2 µM. 360,000 compounds, 1% hits; further: 0% is about no effect
Target sequence (P21728 whole entry, looked up): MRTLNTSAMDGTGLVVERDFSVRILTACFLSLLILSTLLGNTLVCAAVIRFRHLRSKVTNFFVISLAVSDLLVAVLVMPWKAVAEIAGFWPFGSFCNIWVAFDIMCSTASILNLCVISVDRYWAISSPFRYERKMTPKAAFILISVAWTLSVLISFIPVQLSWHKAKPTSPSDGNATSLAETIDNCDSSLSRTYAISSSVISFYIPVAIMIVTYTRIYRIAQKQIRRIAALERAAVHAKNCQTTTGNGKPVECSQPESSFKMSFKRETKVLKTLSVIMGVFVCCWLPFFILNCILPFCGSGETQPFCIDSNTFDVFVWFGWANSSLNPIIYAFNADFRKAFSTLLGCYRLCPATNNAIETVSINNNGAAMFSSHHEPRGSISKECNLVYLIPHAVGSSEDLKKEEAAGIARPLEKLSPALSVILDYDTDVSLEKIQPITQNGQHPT
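Agonism was scored from calcium flux recorded over 180 s (1 read/s) after pintool compound addition, following a 10-cycle baseline. Cells were inducible force-coupled HEK293 TREx D1, plated overnight at 30 C and loaded with no-wash calcium dye.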
D1 antag: antagonists of human D1 dopamine receptor; P21728; HEK293 TREx D1 cells, calcium flux, dopamine EC80; active compounds read low; activity change, negative = inhibition, % at 10 µM; 360,000 compounds, 3.2% hits; in the data active means activity change below about -30%; further: on the % scale 0 is the no-effect control and ±100 the full control effect
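Kinetic fluorescence of a calcium dye serves as the read-out. D1-expressing Hek293 Trex cells, induced overnight at 30 C, are exposed to compound for 180 s before an EC80 dopamine addition, then read 180 s further.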
D1 potentiator: potentiators of human D1 dopamine receptor | P21728 | HEK293 TREx D1 cells, calcium flux, dopamine EC20 potentiation | potentiation, % at 10 µM | 360,000 compounds, 0.036% hits | AID 504651; in the data active means potentiation above about 30%; further: 0% is about no effect
D2 potentiator: positively modulates the human D2 dopamine receptor allosterically | HEK293 T-REx D2, calcium flux, EC20 dopamine potentiation | potentiation, % at 10 µM | 340,000 compounds, 0.34% hits;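 active means potentiation over 3 SD above the plate norm, cut at about 30% in these data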; further: 0% is about no effect
Target sequence (P14416 whole entry, looked up): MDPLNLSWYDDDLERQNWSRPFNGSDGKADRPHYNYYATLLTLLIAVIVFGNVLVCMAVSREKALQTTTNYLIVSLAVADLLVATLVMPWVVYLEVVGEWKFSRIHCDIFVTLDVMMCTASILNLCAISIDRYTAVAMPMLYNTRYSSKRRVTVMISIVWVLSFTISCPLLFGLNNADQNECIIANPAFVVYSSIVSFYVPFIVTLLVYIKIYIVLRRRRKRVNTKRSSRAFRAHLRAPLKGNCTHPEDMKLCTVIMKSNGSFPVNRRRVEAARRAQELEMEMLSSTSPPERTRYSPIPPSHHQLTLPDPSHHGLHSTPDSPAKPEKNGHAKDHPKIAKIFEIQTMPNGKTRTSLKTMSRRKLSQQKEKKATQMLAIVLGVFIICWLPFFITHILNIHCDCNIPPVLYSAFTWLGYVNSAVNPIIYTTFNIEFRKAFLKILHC
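Potentiation of an EC20 dopamine calcium response is measured in a force-coupled, tetracycline-inducible Hek293 Trex D2 line. Compound-only kinetic reads over 180 s flag agonists before dopamine addition.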
RXFP1 antag: antagonists of human relaxin receptor RXFP1. Q9HBX9. HEK293-RXFP1, relaxin-stimulated cAMP HTRF, 30 min; active compounds read low. activity change, negative = inhibition, % at 57.5 µM. 350,000 compounds, 0.59% hits;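 active means activity change of -60% or lower, but not beyond a set lower limit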; further: on the % scale 0 is the no-effect control and ±100 the full control effect
TRHR enhancer: allosterically enhances the human TRH receptor. enhancement, % at 2 µM. TRHR cells, fluo-8 calcium fluorescence, EC20 TRH enhancement. AID 493056. P34981. 360,000 compounds, 0.66% hits; in the data active means enhancement above about 30%; further: 0% is about no effect
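Enhancer read-out: after compound pinning and an initial kinetic agonist-mode read, an EC20 of TRH (10 nM final) was injected and fluo-8 calcium signal (Ex 480/Em 530) followed at 1 s/cycle for 100 cycles in TRHR-expressing cells.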
D2 antagonist: D2 dopamine receptor (human) antagonism. HEK293 TREx D2 cells, calcium flux, dopamine EC80. inhibition, % at 10 µM. 340,000 compounds, 2% hits. AID 485344; in the data active means inhibition above about 30%; further: 0% is about no effect
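Tetracycline-induced HEK293 T-REx cells expressing D2 force-coupled to calcium signalling were dye-loaded, exposed to compound for 180 s, then challenged with an EC80 of dopamine; calcium flux was followed kinetically for a further 180 s.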
D2 agonist: agonists of human D2 dopamine receptor | P14416 | HEK293 T-REx D2 cells, calcium flux agonist mode | activation, % at 2 µM | 340,000 compounds, 0.53% hits;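 active means activation over 3 SD above normal in the single-dose calcium agonist read, cut at about 30% in these data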; further: 0% is about no effect
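Calcium-flux readout, 1 cycle/sec over 180 s following compound pin transfer, in inducible HEK293 Trex D2 cells (force-coupled); dopamine controls included. Positive calcium responses during this window marked compounds as potential agonists.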
Starred values were filed as active, the others as inactive; . = no result given; & = joins results of further samples. Unless noted, no stated cut-off is given here; in the data, active means activation above about 30%; inactive means the rest.

SMILES | TRHR agonist | D1 agonist | D1 antag | D1 potentiator | D2 potentiator | RXFP1 antag | TRHR enhancer | D2 antagonist | D2 agonist
CC(=O)Nc1cccc(C(=O)OCC(=O)NC2CCCCCCC2)c1 | 1.7 | 6 | -39* | -5 | 20 | -3 | 24 | -18 | -0.4
CCCC(C(=O)Nc1ccc2c(C)cc(=O)oc2c1)c1ccccc1 (stereo not drawn) | -0.6 | 6 | 12 | -4 | -4 | 4 | -3 | 12 | -0.6
CCn1cc(C(=O)NCCOC)c(=O)c2cc(S(=O)(=O)N3CCOCC3)ccc21 | 0.8 | 1 | 18 | -1 | 3 | . | 6 | . | -0.1
CN(CC(=O)Nc1ccc(Cl)c(C(F)(F)F)c1)C(=O)Cc1n[nH]c(=O)c2ccccc12 | 0.0 | 2 | 8 | -9 | 3 | -8 | -1 | 28 | -0.3
Cc1oc2c(CN3CCCC3)c(O)ccc2c(=O)c1-c1ccc(Br)cc1 | 0.4 | 2 | -19 | -10 | -6 | 11 | -2 | 2 | 0.7
Cc1cc(C)c2c(n1)nn1c(N3CCN(Cc4ccccc4)CC3)cc(C)nc21 | 0.2 | 1 | -15 | -1 | -1 | 8 | -1 | -10 | -1.6
Cc1cccc(N2CCN(C(=O)c3ccccc3NC(=O)C3=CSCCO3)CC2C)c1 (stereo not drawn) | -2.2 | 0 | 4 | -3 | 10 | -12 | 0 | -14 | 0.2
Cc1ccccc1NC(=O)C1(C)Cc2ccccc2C(=O)O1 (stereo not drawn) | 0.5 | 3 | -14 | -5 | 33* | -5 | -3 | -10 | 1.6
N/C(=N\OC(=O)c1cnn(-c2ccccc2)c1C(F)(F)F)c1cc(C(F)(F)F)cc(C(F)(F)F)c1 | 1.3 | 7 | 6 | 3 | 1 | -3 | 4 | 5 | 0.3
Cc1ccc(NC(=O)c2cc(-c3cccs3)on2)cc1C | 0.5&5.4 | 14&10 | -21&6 | -3&0 | -11 | -20&-26 | -8&1 | 8 | 0.3&2.5
CCc1ccccc1NC(=O)Cn1c(=O)oc2ccccc21 | 0.2 | 3 | 2 | -7 | -10 | -13 | 5 | . | .
CN(CC(=O)Nc1ccc2c(c1)OCCO2)S(=O)(=O)c1ccc(F)cc1 | -0.2 | 3 | -13 | -3 | . | -5 | 2 | . | .
O=C(O)CN1C(=O)c2ccc(Oc3ccc4c(c3)C(=O)N(CC(=O)O)C4=O)cc2C1=O | -0.2 | 3 | -10 | -1 | -12 | 10 | -6 | 6 | -0.2
Cc1cccc(C(=O)Nc2ccc(-c3nc4ncccc4o3)cc2C)c1 | 0.3 | 1 | -4 | 1 | -3 | -30 | -5 | . | 0.4
CC1=CCC(Cc2nc3ccccc3o2)C1(C)C (stereo not drawn) | -0.5 | -2 | 32 | 11 | 25 | -12 | 19 | 19 | 0.4
Cc1ccc(S(=O)(=O)Nc2ccccc2C(=O)NCc2cccnc2)cc1 | -1.7 | 1 | -7 | 0 | -1 | -6 | -1 | 7 | 0.6
Cc1cc(C)cc(C(=O)Nc2c3c(nn2C(C)(C)C)CS(=O)(=O)C3)c1 | -0.7 | 3 | 5 | -3 | 9 | 2 | 1 | 0 | -2.6
Cn1c(=O)[nH]c(=O)c2c1nc(CN1CCOCC1)n2Cc1ccc(F)cc1 | -0.5 | 1 | -2 | -3 | . | . | -2 | . | .
CN(CCc1cnn(C)c1)C(=O)CCc1nnc(CCCc2ccccc2)o1 | 0.6 | 2 | 4 | -1 | -1 | 11 | 2 | -15 | 0.1
CC(=O)Nc1nc(S(=O)(=O)c2ccc(C)cc2)c(Cl)s1 | 0.4 | 1 | -5 | 1 | 1 | 2 | -4 | 15 | 0.4
Cc1ccc(C(=O)NNC(=O)C(NC(=O)c2cccc(C)c2)C(C)C)cc1 (stereo not drawn) | 0.0 | 2 | -4 | . | -4 | 5 | 3 | -21 | 0.0
CCC1Sc2ccccc2N(CC(=O)NCc2ccccc2OC)C1=O (stereo not drawn) | -0.3 | 2 | -3 | -3 | 11 | 5 | 3 | -23 | -1.8
O=C(CN1C(=O)c2cccc3cccc1c23)NCC1CCCO1 (stereo not drawn) | 0.6 | 3 | 6 | -3 | -8 | 2 | 0 | 1 | -0.1
CCn1cc(C(=S)N2CCC(C(N)=O)CC2)c2ccccc21 | -1.7 | 2 | -5 | 1 | -6 | -7 | 2 | -14 | 2.6
O=C(NCCCn1ccnc1)c1cc2ccccc2o1 | 0.3 | 4 | 5 | -4 | 0 | -15 | 4 | -6 | 0.3

Next part:
SMILES | TRHR agonist | D1 agonist | D1 antag | D1 potentiator | D2 potentiator | RXFP1 antag | TRHR enhancer | D2 antagonist | D2 agonist
CCOc1ccc([C@@H]2CC=C(C(=O)O)CN2S(=O)(=O)c2ccc(C)cc2)cc1 | -0.4 | 4 | -9 | -8 | -2 | . | -1 | 0 | 0.1
CCOc1ccc(CCNC(=O)c2cn(C)c3ccc(S(=O)(=O)N4CCCCC4)cc3c2=O)cc1OCC | -1.2 | 3 | 5 | 0 | -2 | -12 | -1 | . | -0.1
COc1ccc(CNC(=O)CN(Cc2ccc(C)cc2)S(=O)(=O)c2ccc(Cl)cc2)cc1 | 1.1 | 10 | -16 | -6 | -14 | -4 | 1 | -1 | 1.3
CC(C)(C)NC(=O)C(=O)NN=C1CCCCCCCCCCC1 | 0.5 | 5 | 23 | -7 | -2 | -7 | 3 | -5 | 0.0
COC(=O)c1ccc(Cn2nnc3sc4c(c3c2=O)CCC(C)C4)cc1 (stereo not drawn) | 0.4 | 5 | -4 | 1 | 8 | -8 | 8 | . | -0.6
O=C(Cc1ccccc1)NCC(=O)N/N=C/c1ccc(C(=O)O)cc1 | 0.5 | 5 | -16 | -4 | -4 | -6 | 5 | -12 | 1.2
CN(C)c1ccc(C(=O)OCc2ccccc2)cc1 | 0.4 | 1 | -8 | -1 | 15 | -6 | 1 | 1 | -1.4
COc1cc(C)nc(Oc2ccc(=O)[nH]n2)n1 | -0.2 | 2 | -8 | -7 | 0 | -2 | 3 | -6 | 0.7
Nc1cc(Br)c(N)c(Br)c1 | 1.2 | 5 | -24 | -7 | -11 | -10 | -2 | -2 | 0.1
O=C(Nc1ccc(-c2noc(COc3ccccc3Cl)n2)cc1)c1ccco1 | 1.0 | 5 | -22 | -1 | -2 | -17 | -3 | 10 | 1.2
Cc1cc(OC(=O)c2ccc(F)cc2)c([N+](=O)[O-])c(=O)[nH]1 | 0.2 | -1 | -7 | -6 | -6 | -5 | 3 | 6 | 11
COc1ccc(NC(=O)Cc2nc3ccccc3[nH]2)cc1 | 0.1 | 1 | 10 | 0 | 6 | -12 | 1 | 3 | -0.5
COc1ccc(NC(=S)N(Cc2ccccn2)Cc2ccccc2Cl)cc1 | -0.1 | -1 | 5 | 1 | 0 | -5 | -3 | -6 | 0.1
COc1cc2c(c(O)c1OC)C(=O)C(OC)CCC2 (stereo not drawn) | 0.0 | 0 | -11 | -2 | -8 | 11 | -6 | 32* | 0.7
NC(=O)c1nsc(C(=O)N(c2ccccc2)C(C(=O)NC2CCCC2)c2cccs2)c1N (stereo not drawn) | 0.4 | -1 | -8 | -3 | . | 8 | -2 | 19 | -2.9
CC(C)c1nnc(NC(=O)CCC(=O)NCc2ccc(F)cc2)s1 | 0.2 | 0 | 1 | -8 | 6 | -1 | -6 | -14 | 0.0
Cc1cc(C)cc(OCC(=O)Nc2ccc(Cl)c(-c3nc4ncccc4o3)c2)c1 | 1.1 | 2 | -6 | -5 | -2 | . | 7 | . | 0.9
COc1ccc(CN2CCN(C(=O)c3cccs3)CC2)cc1 | -0.1 | 1 | -8 | -6 | -23 | . | 0 | 95* | 81*
Cn1c(Cn2c(=O)sc3ccccc32)nnc1SCC(N)=O | 0.1 | 2 | 2 | -1 | 0 | 1 | 4 | -6 | -0.2
Cc1cc(NS(=O)(=O)c2ccc(NC(=O)NC(C)(C(F)(F)F)C(F)(F)F)cc2)no1 | -0.1 | 4 | -9 | -5 | -2 | 14 | -1 | . | .
Nc1nc(NC(=O)CCCC(=O)O)nn1-c1ccccc1 | 0.5 | 3 | 25 | 0 | 2 | -7 | -6 | -3 | 0.5
C=CCN1CC(=O)N2C(C)c3[nH]c4ccccc4c3C[C@H]2C1=O (stereo partly drawn) | -0.3 | 2 | 4 | -2 | 0 | 5 | -7 | 8 | 0.9
Cn1c(-c2ccc(S(=O)(=O)N3CCCC3)cc2)csc1=Nc1ccc(Cl)c(Cl)c1 | -1.4 | -1 | -14 | 0 | 0 | 1 | -2 | . | -1.1
NS(=O)(=O)c1ccc(NC(=S)NCc2cccs2)cc1 | 0.5 | 1 | -10 | 0 | 2 | 10 | 0 | 4 | -0.1
COc1cc(NC(=O)[C@H]2CSCN2C(=O)[C@@H]2CCC(=O)N2)cc(OC)c1OC | 0.6 | 3 | -11 | 1 | -4 | 3 | -2 | -1 | -1.1

Part of the list above in another layout.
Values in the order – TRHR agonist, D1 agonist, D1 antag, D1 potentiator, D2 potentiator, RXFP1 antag, TRHR enhancer, D2 antagonist, D2 agonist
Cn1c(Cn2c(=O)sc3ccccc32)nnc1SCC(N)=O
→ 0.1, 2, 2, -1, 0, 1, 4, -6, -0.2
Cc1cc(NS(=O)(=O)c2ccc(NC(=O)NC(C)(C(F)(F)F)C(F)(F)F)cc2)no1
→ -0.1, 4, -9, -5, -2, 14, -1, ., .
Nc1nc(NC(=O)CCCC(=O)O)nn1-c1ccccc1
→ 0.5, 3, 25, 0, 2, -7, -6, -3, 0.5
C=CCN1CC(=O)N2C(C)c3[nH]c4ccccc4c3C[C@H]2C1=O (stereo partly drawn)
→ -0.3, 2, 4, -2, 0, 5, -7, 8, 0.9

Further structures follow:
SMILES | TRHR agonist | D1 agonist | D1 antag | D1 potentiator | D2 potentiator | RXFP1 antag | TRHR enhancer | D2 antagonist | D2 agonist
Cn1c(=S)[nH]c2scc(-c3cccs3)c2c1=O | -0.3 | 7 | -7 | -5 | . | -7 | 0 | . | .
C/C(=C\c1ccccc1)C(=O)Nc1ccc(Cl)cn1 | -0.2 | 1 | -22 | -6 | -19 | -4 | -18 | 24 | 0.0
c1ccc(CSc2ccc(-c3ccco3)nn2)cc1 | 0.8 | 1 | 3 | -3 | 0 | -2 | -8 | 7 | 0.5
COc1cc(CN2CCNC(=O)C2CC(=O)N(C)CCN2CCOCC2)cc(OC)c1 (stereo not drawn) | 0.1 | 1 | -14 | -3 | -4 | 0 | -2 | -17 | -0.5
NC(=O)c1ccccc1OCc1nnc(-c2ccccc2Br)o1 | 1.2 | 11 | 0 | -1 | -4 | -17 | 8 | 11 | 0.9
Cn1nc(-c2ccccc2)c(-c2nc(-c3ccccc3Cl)no2)c1Cl | 2.0 | 8 | 8 | 1 | -6 | 2 | -15 | 1 | 0.1
COc1ccc(C(=O)NC(=S)N2CCN(c3ccccc3OC)CC2)cc1 | -1.7 | 3 | -21 | . | -11 | 5 | -4 | 15 | 0.4
O=S(=O)(NCC(c1ccco1)N1CCN(c2ccc(F)cc2)CC1)c1ccc2c(c1)OCCO2 (stereo not drawn) | 0.5 | 1 | 6 | -16 | 1 | 1 | -1 | 1 | -0.1
O=C(NN1C(=O)C2C3CCC(O3)C2C1=O)c1ccc(Br)o1 (stereo not drawn) | -0.2 | 1 | 11 | 1 | -1 | -1 | 5 | -9 | 0.6
